# AmpC no deterg: qHTS Inhibitors of AmpC Beta-Lactamase (assay without detergent) | Potency, µM (top dose mostly 57.1 µM), for the others: at the top dose activity change, negative = inhibition, most hits filed as inhibitors | 0.52% of 330,000 active | AmpC nitrocefin hydrolysis, absorbance 480 nm, 0.0001% Triton;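 further: potency means the concentration at half of the fitted maximal effect; plate controls were no compound for no effect and no enzyme for full effect; nearly all actives have a fitted effect of over 20% in size; some results filed as inactive show a strong effect at the top dose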
# Target sequence (P00811 whole entry, looked up): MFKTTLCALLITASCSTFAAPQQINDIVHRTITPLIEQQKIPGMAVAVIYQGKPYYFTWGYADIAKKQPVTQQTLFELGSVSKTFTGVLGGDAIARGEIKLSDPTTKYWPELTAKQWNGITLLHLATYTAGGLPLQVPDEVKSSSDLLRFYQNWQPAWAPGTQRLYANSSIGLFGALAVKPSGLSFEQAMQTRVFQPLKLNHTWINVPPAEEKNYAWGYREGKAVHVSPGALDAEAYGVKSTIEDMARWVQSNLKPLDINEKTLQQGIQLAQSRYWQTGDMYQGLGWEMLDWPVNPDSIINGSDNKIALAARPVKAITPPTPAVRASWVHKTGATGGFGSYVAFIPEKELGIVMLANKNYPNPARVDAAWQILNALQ
#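 AmpC (5.3 nM in the dispensed reagent) in 20 mM phosphate pH 7.0 with 0.01% (detergent screen) or 0.0001% Triton X-100 was preincubated with compounds for 15 min at room temperature. Nitrocefin was then added from an 800 uM solution, and hydrolysis was followed at 480 nm.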
# HCV inhibitor: qHTS Assay for Inhibitors of Hepatitis C Virus (HCV) | Huh7.5.1 HCVcc-Cre infection, luciferase reporter, 44 h | Potency, µM (doses to about 41.8 µM), inactives show at the top dose activity change, negative = inhibition, most hits filed as inhibitors | 3.4% of 340,000 active; further: potency means the concentration at half of the fitted maximal effect
#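 Reporter virus HCVcc-Cre (~0.5 moi) infects cells exposed to compound; seeding density 1,000 cells/well with 4 h settling beforehand. Luminescence, 15 sec read, taken 44 h post-infection following a 15 min RT substrate incubation.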
# AmpC detergent: qHTS Inhibitors of AmpC Beta-Lactamase (assay with detergent) | Potency, µM (top dose mostly 114 µM), for inactives: top-dose activity change, negative = inhibition, hits mostly inhibitors | AID 485294, 2010 | 0.041% of 370,000 active | P00811 | AmpC hydrolysis of nitrocefin, absorbance 480 nm, 0.01% Triton;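 further: potency means the concentration at half of the fitted maximal effect; 0% = no-compound wells and -100% = no-enzyme wells; nearly all actives have a fitted effect of over 25% in size; some results filed as inactive show a strong effect at the top dose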
#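 AmpC (5.3 nM in the dispensed reagent) in 20 mM phosphate pH 7.0 with 0.01% (detergent screen) or 0.0001% Triton X-100 was preincubated with compounds for 15 min at room temperature. Nitrocefin was then added from an 800 uM solution, and hydrolysis was followed at 480 nm.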
# FBPA Giardia inh: qHTS Assay for Inhibitors of Fructose-1,6-bisphosphate Aldolase from Giardia Lamblia; Potency, µM (titrated, usually from 59.6 µM), for inactives: at the top dose activity, negative = inhibition, hits mostly inhibitors; 0.71% of 290,000 active; A8B2U2; purified Giardia FBPA; further: potency means the concentration at half of the fitted maximal effect; nearly all actives have a fitted effect of over 55% in size
# Target sequence (A8B2U2 whole entry, looked up): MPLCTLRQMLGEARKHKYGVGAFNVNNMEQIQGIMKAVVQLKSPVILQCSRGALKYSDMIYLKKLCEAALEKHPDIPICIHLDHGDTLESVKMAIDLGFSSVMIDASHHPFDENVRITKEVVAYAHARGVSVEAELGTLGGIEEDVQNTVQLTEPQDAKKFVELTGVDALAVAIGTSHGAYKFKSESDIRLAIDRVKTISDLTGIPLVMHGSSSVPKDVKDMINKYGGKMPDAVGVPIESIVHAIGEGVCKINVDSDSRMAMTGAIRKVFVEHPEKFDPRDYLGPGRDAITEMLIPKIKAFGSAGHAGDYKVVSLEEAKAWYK
#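 40 nM FBPA preincubated 10 min at RT with compound (up to 57.5 uM final), then substrate plus GAPDH/TPI/NAD/arsenate coupling and diaphorase/resazurin added. Fluorescence read after 20 min at RT, 525/598 nm.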
# Sm TGR block: qHTS Assay for the Inhibitors of Schistosoma Mansoni Peroxiredoxins | 3% of 360,000 active | AID 485364, 2010 | Potency, µM (highest dose often 114 µM), inactives show at the top dose activity change, negative = inhibition, most hits filed as inhibitors | purified TGR, DTNB reduction, TNB absorbance 405 nm; further: potency means the concentration at half of the fitted maximal effect; nearly all actives have a fitted effect of over 60% in size
#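 Kinetic colorimetric format: TGR-catalysed, NADPH-driven DTNB reduction monitored via TNB absorbance. Enzyme dispensed at 20 nM; compound exposure 15 min at room temperature before reaction start.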
# HCMV inh: qHTS Assay for inhibitors of the human cytomegalovirus (HCMV) | HFF cells, HCMV-luciferase reporter, 72 h; active compounds read low | activity change, negative = inhibition, % at 57.5 µM | 4.5% of 410,000 active | AID 1259415, 2018; in the data active means activity change below about -60%; inconclusive means no clear call, values can overlap the other calls; inactive means above about -39%
#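 Inhibition of viral replication was scored as loss of reporter luminescence in HFFs infected with HCMV-luciferase (MOI 1 PFU/cell) for 72 h; compounds tested at 2 doses, normalized to buffer and Salinomycin controls.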
# * marks the source's active call; other numbers are inactive results; ? = inconclusive; . = no result given; & = joins results of further samples; [ ] = dose if it differs, or a comment. Unless noted, the call rests on the fitted dose curve; in most records, active means well fitted curve in the direction sought with a large enough effect; inconclusive means small, poorly fitted or top-dose-only effect, or another doubt; inactive means no such curve, though single readings can be large; an effect the other way counts as inactive or inconclusive. Unless noted, on the % scale 0 is the no-effect control and ±100 the full control effect.
SMILES,AmpC no deterg,HCV inhibitor,AmpC detergent,FBPA Giardia inh,Sm TGR block,HCMV inh
CCN(CC)S(=O)(=O)c1cccc(NC(=O)C2SC(=Nc3ccc(C)cc3C)C(C(=O)NC(C)COC)=C2N)c1 (stereo unspecified),40%,?,-8%,-9%,-15%,.
Cc1cc(C)c2c(=O)[nH]c(SCC(=O)NCCc3ccccc3)nc2n1,-6%,10%,1%,-1%,-10%,51
Cn1c(=O)n(C)c2cc(C(=O)Nc3ccc(Br)cc3)ccc21,-17%,-10%,13%,-12%,9%,?
Cc1ccc(C(C)C)c(OCC(=O)N2CCOCC2)c1,-8%,5%,11%,5%,0%,-3
O=c1cc(C(F)(F)F)[nH]c(=S)n1-c1ccccc1,-9%,?,6%,-19%,22µM*,-33
Cc1ccc(C(=O)Nc2cc3c(cc2Cl)OCCCO3)cc1,76%[activator],-5%,?,-4%,1%,34
O=C(NC1CCCC1)C1CCC(CNS(=O)(=O)c2ccc(F)cc2)CC1 (stereo unspecified),-15%,3%,10%,.,-1%,15
CCC(=O)N1c2ccccc2CC1C(=O)NCCc1ccccc1 (stereo unspecified),.,.,-11%,.,1%,-4
COc1ccc(S(=O)(=O)N2CCOC2CNC(=O)C(=O)NCCN2CCOCC2)cc1OC (stereo unspecified),-38%,-12%,1%,.,-2%,-27
COc1cccc(COc2cc3ccccc3nc2C)c1,-9%,5.6µM*,-4%,-10%,10%,-79*
COc1ccc(-c2nc3cc(C)ccn3c2NC(=O)c2ccc(C)c(C)c2)cc1,.,.,7%,.,20%,-6
CC[N+](CC)(CCO)CCCN1C(=O)C2CC=C(Cl)CC2C1=O (stereo unspecified),10%,17%,?,12%[12.9 µM],11%,-11
COC(=O)c1ccc(C23CC4(C2)[C@H](CN(CC2CCCCC2)[C@@H]4c2ccccc2)C3c2ccc(C(F)(F)F)cc2)cc1 (stereo partly specified),2%,18%,-8%,0%&2%,?,13
Cc1c(C)[n+](=O)c(-c2ccc(Br)cc2)c(C)n1[O-],-8%,11%,2%,4%,11%,17
CCC(C(=O)NC1CCCC1)N(Cc1cccs1)C(=O)Cn1nnc(-c2ccc(OC)c(OC)c2)n1 (stereo unspecified),103%[activator],?,3%,4%,-16%,-21
CS(=O)(=O)N(Cc1ccccc1)c1ccc(C(=O)Nc2ccc(Cl)cc2)cc1,.,.,15%,.,0%,-88*
CCOc1ccc(N(CC)S(=O)(=O)N2CCCC(C(=O)NCc3ccc(SC)cc3)C2)cc1 (stereo unspecified),.,.,-8%,.,-2%,-31
Cc1ccc(N2CC(C(=O)N/N=C/c3sccc3C)CC2=O)cc1 (stereo unspecified),20%,2%,2%,1%,6%,-33
OCCOCCOc1ccc(-c2nn[nH]n2)cc1,-8%,-3%,?,-21%,5%,?
COCCCNC(=O)CSc1ccc(Cl)cc1,-12%,-6%,0%,?,1%,-28
O=C(N/N=C/c1ccoc1)c1ccc(Cl)cc1,32%,1%,7%,.,45µM*,-75*
Cc1ccc(SCC(=O)OCC(=O)NC2CCCCCCC2)cc1,18%,14%,-18%,.,-1%,-17
CC(C)OP(=O)(OC(C)C)C(Nc1ccccn1)c1ccc(F)cc1 (stereo unspecified),62%[activator],3%,?,0%,4%,-34
CCOC(=O)C1=C(COC(=O)/C=C/c2ccc(C)o2)NC(=O)NC1C (stereo unspecified),-4%,-20%,-7%,.,22µM*,-8
Cc1ccccc1-c1nnc(SCc2ccccc2F)o1,-13%,-18%,-15%,0%,-27%,110
CCN(CC)CCn1c(=S)[nH]c2cc(C(=O)NCc3ccc(C)cc3)ccc2c1=O,-17%,-12%,0%,.,-17%,-21
CCCCn1c(=NC(=O)c2cc3ccccc3o2)c(C(=O)OCC)cc2c(=O)n3ccccc3nc21,.,.,-4%,.,-13%,0
Cc1cc(C(=O)N2CCCC(C(=O)c3cccc4ccccc34)C2)nc(C)n1 (stereo unspecified),72%[activator],-2%,0%,3%,5%,0
CCCS(=O)(=O)c1nc(S(=O)(=O)c2ccc(C)cc2)c(N2CCN(C)CC2)s1,56%,5%,-11%,3%,0%,?
COc1ccc(Cn2nnnc2C(C(C)C)N2CCN(c3ccccc3OC)CC2)cc1 (stereo unspecified),38%,?,-3%,-5%,8%,-27
O=C(CCS(=O)(=O)c1ccc(Br)cc1)N1CCN(Cc2ccccc2)CC1,108%[activator],3%,0%,0%,?,49
Cc1ccc(OCc2nc(-c3ccc(Cl)cc3)n[nH]2)cc1,-16%,9%,-3%,-7%,4%,54
CCCN1CCC(CCOc2ccccc2)(C(=O)OCC)CC1,-4%,0%,?,-4%,2%,4
O=C(Cc1ccc(F)cc1)NC1CC(=O)N(c2ccc3c(c2)OCCO3)C1 (stereo unspecified),.,.,1%,.,1%,11
O=C(NCC1CCN(Cc2ccccc2F)CC1)Nc1cc(F)ccc1F,-23%,?,0%,6%,-6%,-2
Cc1ccc(N(C(=O)c2cccc(C)c2)S(=O)(=O)c2ccc(Cl)cc2)cc1,.,.,6%,.,-1%,-8
O=C1NC[C@H](CC2CCCCC2)N(CCc2cccc(F)c2)C1=O,8%,12%,-3%,.,0%,2
O=c1c2ccccc2nc2n1CCS2(=O)=O,-21%,12%,5%,2%,22µM*,14
CCC(=O)Nc1nnc(S(=O)(=O)N2CCCc3ccccc32)s1,-26%,7%,-10%,-12%,?,4
Cc1nn2c(=O)cc(COc3ccc(/C=C(\C#N)C(=O)Nc4ccc(F)cc4)cc3)nc2s1,.,.,8%,.,9%,2
CC(=O)c1ccc(N2CCN(c3ccccc3O)CC2)c([N+](=O)[O-])c1,-17%,-23%,3%,-5%,-27%,-6
Cc1ccc(-c2n[nH]c(=O)c3ccccc23)cc1S(=O)(=O)Nc1ccc(F)cc1,-35%,?,9%,-6%,1%,-16
CCN(CC(=O)NCc1ccc(Cl)cc1)C(=O)COc1cccc(Cl)c1,2%,?,4%,.,5%,-20
CON(C)S(=O)(=O)c1cccc(C(=O)Oc2ccc(N(C)S(=O)(=O)c3ccccc3)cc2)c1,-15%,-7%,0%,8%,8%,-25
O=C(CCN1C(=O)S/C(=C\C=C\c2ccccc2)C1=O)Nc1ccc(O)cc1,-31%,-20%,-9%,-13%,-5%,?
CCOC(=O)/C=C1\SCC(=O)N1CC(=O)Nc1ccc2c(c1)CCC2,-15%,-20%,6%,-2%,-28%,-12
Cc1cccc(NC2=C/C(=N/S(=O)(=O)c3cccs3)c3ccccc3C2=O)c1,-39%,2.8µM*,-11%,0.2µM*,-17%,62
Cc1cccc(-c2nc3c(cnn3-c3ccccc3)c(=O)n2-c2ccc(Br)cc2)c1,.,.,8%,.,1%,60
CC(C)Oc1ccc(C(=O)Nc2ccc([N+](=O)[O-])cc2)cc1,-17%,-22%,-3%,4%,8%,15
CCOC(=O)c1oc2c(c1C)-c1nn(Cc3cccc(Cl)c3)cc1CC2,.,.,17%,.,-1%,-29
COc1cc(NC(=O)c2ccco2)ccc1NC(=O)C(C)C,-3%,-24%,-7%,6%,0%,?
CSc1ncccc1C(=O)OCC(=O)N(CC(C)C)c1c(N)n(Cc2ccccc2)c(=O)[nH]c1=O,-36%,3%,-6%,.,0%,-32
Cc1ccc(NC(=O)c2sc3ncn(CC(=O)N4CCN(c5ccccn5)CC4)c(=O)c3c2C)cc1F,136%[activator],?,1%,.,?,4
CCNC(=S)NC1CC2CCCC(C1)N2CCc1ccccc1 (stereo unspecified),-9%,?,2%,-27%,5%,35
CCN(C(=O)c1cn(C)c(=O)c2cc(OC)c(OC)cc12)c1ccccc1C,24%,-14%,2%,-2%,-5%,-13
COc1ccc(NC(=O)CCNC(=O)Cn2cnc3sc4c(c3c2=O)CCCC4)cc1OC,-14%,14%,-5%,7%,-5%,-4
COc1ccc(/C=C2\C(=O)N(c3c(Cl)cc(Cl)cc3Cl)N=C2NC(=O)c2cccc([N+](=O)[O-])c2)cc1,-21%,-23%,-6%,9%,-20%,.
CC(=O)N1CCN(CC(=O)Nc2cc(S(=O)(=O)N3CCCCC3)ccc2C)CC1,6%,9%,.,.,.,1
Cc1sc(NC(=O)CSc2nnnn2C)c(C#N)c1C,-33%,-1%,-2%,-1%,.,-18
CC(=O)Nc1cccc(OCC(O)Cn2cnc3ccccc32)c1 (stereo unspecified),-1%,8%,1%,1%,-2%,30

# Additional compounds
SMILES,AmpC no deterg,HCV inhibitor,AmpC detergent,FBPA Giardia inh,Sm TGR block,HCMV inh
Cc1ccc(COC(=O)c2ccc(-c3nnn(Cc4ccc(C)cc4)n3)cc2)cc1,.,.,-1%,.,15%,1
Cc1cc(NC(=O)Nc2nnc(N3CCCCCC3)s2)ccc1Br,.,.,17%,.,-10%,4
Cc1cc(C)c(S(=O)(=O)N2CCOC2CNC(=O)C(=O)NCc2ccncc2)c(C)c1 (stereo unspecified),63%[activator],30%,?,.,1%,-34
COc1ccc(CCN2C(=O)C(Oc3ccccc3C)C2c2ccc3c(c2)OCO3)cc1OC (stereo unspecified),46%,?,0%,2%,3%,61
CCc1nn(C(CC)C(=O)NCc2cccs2)c(=O)c2cc3occc3n12 (stereo unspecified),-12%,?,1%,9%,-8%,?
Cc1ccc(NC(=O)c2ccc(CNc3c(N4CCOCC4)c(=O)c3=O)cc2)cc1,-21%,?,?,1%,-24%,6
CCOC(=O)C1CCCN(C(=O)c2ccc(CNc3c(N4CCC(C)CC4)c(=O)c3=O)cc2)C1 (stereo unspecified),?,12%&12%,?,0%,-8%,13
COc1ccc(CCNC(=O)c2cc(-c3cccs3)on2)cc1OC,-33%,14%,-5%,1%,0%,25
CN1CCN(c2nc(-c3ccccc3)ncc2S(C)(=O)=O)CC1,-6%,-9%,3%,0%,28%,44

# Look-ups from the list:
# `CN1CCN(c2nc(-c3ccccc3)ncc2S(C)(=O)=O)CC1` – AmpC detergent: 3%
# `Cc1cc(NC(=O)Nc2nnc(N3CCCCCC3)s2)ccc1Br` – Sm TGR block: -10%

# Four of the compounds above, as labelled records:
> COc1ccc(CCNC(=O)c2cc(-c3cccs3)on2)cc1OC
  AmpC no deterg: -33%	HCV inhibitor: 14%	AmpC detergent: -5%	FBPA Giardia inh: 1%	Sm TGR block: 0%	HCMV inh: 25

> COc1ccc(CCN2C(=O)C(Oc3ccccc3C)C2c2ccc3c(c2)OCO3)cc1OC (stereo unspecified)
  AmpC no deterg: 46%	HCV inhibitor: ?	AmpC detergent: 0%	FBPA Giardia inh: 2%	Sm TGR block: 3%	HCMV inh: 61

> Cc1ccc(COC(=O)c2ccc(-c3nnn(Cc4ccc(C)cc4)n3)cc2)cc1
  AmpC no deterg: .	HCV inhibitor: .	AmpC detergent: -1%	FBPA Giardia inh: .	Sm TGR block: 15%	HCMV inh: 1

> CN1CCN(c2nc(-c3ccccc3)ncc2S(C)(=O)=O)CC1
  AmpC no deterg: -6%	HCV inhibitor: -9%	AmpC detergent: 3%	FBPA Giardia inh: 0%	Sm TGR block: 28%	HCMV inh: 44

# Bioassay records (PubChem)

# Hits appear at their usual frequency, and some 9.9% of all compounds hit somewhere here.
